High-throughput results deposited in PubChem by NCI.
Growth percent in the NCI-60 one-dose screen (48 h, 10 µM unless noted): 100 = growth as untreated, 0 = no growth, -100 = all killed.
SNB-75: SNB-75 CNS cancer | AID 1794750 | 5% of 79,000 active
SNB-19: SNB-19 CNS cancer cells; 2.5% of 81,000 active
U251: U251 CNS tumor cells; 5.4% of 80,000 active
SF-268: SF-268 CNS cancer cells; 3.1% of 82,000 active
SF-295: SF-295 CNS cancer cells. 5.6% of 79,000 active. AID 1794758
NCI-H23: NCI-H23 lung cancer | AID 1794731 | 4% of 80,000 active
A498: A498 renal cancer cells; AID 1794774; 5.4% of 76,000 active
CAKI-1: CAKI-1 renal cancer | 4.7% of 75,000 active | AID 1794772
SF-539: SF-539 CNS cancer; 6.8% of 81,000 active
Starred values were filed as active, the others as inactive; . = no result given; & = joins results of further samples; [ ] = another dose, or the depositor's remark. The calls were made as follows: active = growth percent below 10; inactive = the rest. Compounds were not picked by outcome; overall some 10% were active at least once.

SMILES | SNB-75 | SNB-19 | U251 | SF-268 | SF-295 | NCI-H23 | A498 | CAKI-1 | SF-539
O=C(OCC(O)C(=O)NC12CC3CC(CC(C3)C1)C2)c1cccc(Br)c1 (stereo not given) | 98 | 98 | 97 | 103 | 97 | 103 | 94 | 96 | 96
Nc1ccc(OCc2ccccc2)cc1[N+](=O)[O-] | 79 | 96 | 97 | 102 | 107 | 98 | 121 | 95 | 82
C=C(C)[C@@H]1CC[C@]2(C(=O)N3CCN(C)CC3)CC[C@]3(C)[C@H](CC[C@@H]4[C@@]5(C)C/C(=C/c6cc(C(F)(F)F)cc(C(F)(F)F)c6)C(=O)C(C)(C)[C@@H]5CC[C@]43C)[C@@H]12 | 89 | 94 | 97 | 95 | 109 | 102 | 105 | 82 | 95
COc1ccc(NC(=O)Cn2c(/C=C/c3cccc(Br)c3)nc3ccccc3c2=O)cc1 | -30* | 49 | -1.7* | 65 | 49 | 59 | -51* | 56 | -23*
NNC(=O)CSc1nc2scc(-c3ccccc3)c2c(=O)n1-c1ccccc1 | 88 | 107 | 103 | 86 | 144 | 101 | 87 | 106 | 97
COc1ccc(/C=N\NC(=O)CCCC(=O)N/N=C/c2ccc(OC)c(O)c2)cc1O | 91 | 103 | 108 | 105 | 117 | 109 | 116 | 117 | .
COc1ccc(C2=Cc3[nH][nH]c(=O)c3C(c3sc(N(C)Cc4ccccc4)nc3Cl)C2)cc1 (stereo not given) | 96 | 91 | 107 | 96 | 101 | 103 | 102 | 82 | 90
COc1ccc(C(=O)/C=C/c2cc(-c3ccc(OC)c(OC)c3)n[nH]2)cc1OC | -0.9* | 2.0* | -95* | -28* | 18 | 8.2* | -41* | -24* | -99*
CCOC(=O)c1ccc(O)c(O)c1 | 87 | 87 | 83 | 89 | 101 | 98 | 120 | 66 | 101
Cc1ccccc1NCCC#N | 101 | 121 | 100 | 106 | 90 | 103 | 96 | 96 | 110
Cc1cc2c(c(C)c1Cl)C(=O)/C(=C/c1ccc(Cl)cc1)O2 | 71 | 102 | 99 | 100 | 111 | 90 | 96 | 87 | 96
O=c1c2ccccc2sc2c(NCCCNCCO)nc3ccccc3c12 | 35 | 64 | 21 | 37 | -3.9* | 50 | 16 | . | 55
O=C(Cn1ccc2ccccc21)Nc1ccc(-c2nc3ccccc3s2)cc1 | 94 | 99 | 98 | 97 | 103 | 94 | 99 | 100 | 102
Clc1ccc(-n2ncc3c(Cl)nc(Cl)nc32)cc1 | 88 | 101 | 102 | 99 | 95 | 81 | 86 | 92 | 100
CN(C)c1nc(NCCNS(=O)(=O)c2ccc(C(=O)/C=C/c3ccc(C(F)(F)F)cc3)cc2)nc(Nc2ccc(F)cc2)n1 | 55 | 25 | -99* | 22 | -15* | -5.9* | 50 | 4.6* | -98*
N#Cc1c(-c2c[nH]c3ccccc23)cc(-c2c[nH]c3ccccc23)[nH]c1=O | 77 | 96 | 92 | 92 | 91 | 85 | 99 | 77 | 90
C=CC(C)(C)[C@]1(C[C@@H]2NC(=O)[C@@H]3CCCN3C2=O)C(=O)Nc2c1ccc1c2C=CC(C)(C)O1 | 81 | 104 | 96 | 99 | 110 | 98 | 83 | . | 106
NC(N)=NS(=O)(=O)c1ccc(N=NC2C(=O)NNC2=O)cc1 | 81 | 94 | 105 | 99 | 104 | 101 | 97 | 91 | 102
COc1ccc(-c2nc(SCC(=O)c3ccc(Cl)cc3)[nH]c(=O)c2C#N)cc1 | 77 | 102 | 92 | 89 | 91 | 92 | 101 | 86 | 100
Cc1nn(-c2ccccc2)c(N)c1N=C1NC(=O)/C(=C/c2ccc(Cl)cc2)S1 | 59 | 84 | 79 | 84 | 87 | 78 | 69 | 67 | 81
CC1=C(C)CC2C(=O)OC(=O)C2C1 (stereo not given) | 96 | 100 | 95 | 105 | 96 | 104 | . | 100 | 109
C[C@@H](C(=O)O)c1ccc2c3cc(Cl)ccc3n(Cc3cc(=O)oc4ccc(Cl)cc34)c2c1 | 91 | 101 | 101 | 93 | 103 | 96 | 102 | . | 102
O=C1Nc2ccccc2/C1=C/c1cn(CCCn2c3ccccc3c(=O)c3ccccc32)c2ccccc12 | 70 | 98 | 93 | 79 | 92 | 79 | 112 | . | 87
c1ccc(-n2ccc(-c3nn[nH]n3)n2)cc1 | 112 | 114 | 112 | 104 | 120 | 97 | 101 | 97 | 103
O=c1cc(-c2ccccc2O)oc2c(O)c(O)ccc12 | 74 | 105 | 95 | 104 | . | 93 | 92 | 125 | 93
Oc1ccc(Cl)c2cccnc12 | 100&87&97 | 100&116&93 | 106&99&92 | 108&110&76 | 108&94&112 | 106&100&91 | 120&140 | 103&93&103 | 106&106&100
CC1=CCC(OC(=O)C(C)(C)CC(O)(C(C)O)C(O)C2(C)C=CC(Cc3ccc(C(C)C)cc3)(C(C)C)CC2)(C(C)C)CC1 (stereo not given) | 72 | 98 | 97 | 98 | 97 | 96 | 76 | 95 | 93
O=C(CSc1nnc(-c2ccc(Cl)cc2)o1)NC1=NN=C(c2ccccc2)CS1 | 81 | 94 | 94 | 102 | 100 | 101 | 98 | . | 96
COc1ccc2cc1Oc1cc3c(cc1OC)CC[N+](C)(C)C3Cc1ccc(cc1)Oc1c(OC)c(OC)cc3c1C(C2)[N+](C)(C)CC3 (stereo not given) | 111 | 109 | 100 | 109 | . | 106 | . | . | 101
FC(F)(F)c1cccc(-c2cn3cc(Cl)sc3n2)c1 | 85 | 89 | 83 | 105 | 95 | 90 | 97 | 80 | 102
O=C(CSc1nnc(-c2ccc3nc(-c4ccc(Cl)cc4)[nH]c3c2)o1)Nc1ccc(Cl)cc1 | 58 | -49* | -58* | -6.5* | -99* | -74* | 26 | -36* | -100*
C#CCC1(C)NS(=O)(=O)c2ccccc21 (stereo not given) | 83 | 112 | 99 | 101 | 98 | 97 | 116 | 89 | 99
CN(C)c1nc(-c2cccs2)n2nc(-c3ccc(Cl)cc3)cc2n1 | -50* | 21 | 7.6* | 55 | -5.0* | 62 | -11* | 19 | 47
COc1ccc(/C=C/C(=O)c2ccc(NC(=O)CSc3nnc(-c4ccc(-c5nc6ccc(C)cc6[nH]5)cc4)o3)cc2)cc1OC | 105 | 100 | 93 | 109 | 103 | 102 | 119 | 103 | 98
CCOC(=O)/C=C/c1cccc2c1C(=O)NC(C)(c1cc3cc4ccccc4cc3oc1=O)N2 (stereo not given) | 112 | 84 | 75 | 79 | 59 | . | 83 | 61 | 34
CCCCOc1ncnc2nc[nH]c12 | 96 | 100 | 106 | . | 110 | 100 | 97 | 106 | 102
CC(=O)Nc1ccccc1N | 106 | 112 | 105 | 108 | 110 | 89 | 114 | 97 | 107
CNC(=O)Nc1ccc(Nc2cc(-c3ccc(-n4cccn4)cc3)[nH]n2)c(C)c1 | 123 | 98 | 106 | 103 | 109 | 102 | 129 | 113 | 99
O=C(CC(C(=O)c1ccc(Cl)cc1)N1CCCCC1)c1ccc(Cl)cc1 (stereo not given) | 97 | 91 | 86 | 98 | 95 | 91 | 98 | 103 | .
COc1ccccc1/C=N/Nc1nc2ccccc2c(=O)n1-c1ccccc1 | 78 | 96 | 99 | 98 | 101 | 88 | 89 | 93 | 92
COc1ccc(-n2cnc3c2NC(=O)CC3c2ccc3c(c2)OCO3)cc1 (stereo not given) | 93 | 96 | 110 | 109 | 99 | 109 | 111 | 100 | 91
c1cc2n(c1)CCc1cnc(NC3CCCC3)nc1-2 | 87 | 98 | 100 | 99 | 94 | 100 | 90 | 90 | 92
C#Cc1cccc(Oc2ccccc2NC(=O)CCl)c1 | 83[8.25 µM] | 100[8.25 µM] | 92[8.25 µM] | 79[8.25 µM] | 100[8.25 µM] | 74[8.25 µM] | 100[8.25 µM] | 87[8.25 µM] | 100[8.25 µM]
O=C(Nc1cccc2cccnc12)c1ccc(N2C(=O)[C@@H]3C4C=CC(C4)[C@@H]3C2=O)cc1 | 82&104 | 87&78 | 71&69 | 102&100 | 104&98 | 89&89 | 85&85 | 66&67 | 102&111
CCOC(=O)/C(C#N)=C\Nc1ccc2ncnc(Nc3ccc(Cl)cc3Cl)c2c1 | 91 | 86 | 81 | 73 | 82 | 100 | 49 | 39 | 93
CCN(CC)Cc1c(C)[nH]c2ccc(NC(C)=O)cc2c1=O | 80 | 104 | 105 | 115 | 98 | 106 | 106 | 96 | 99
CCOC(C(=O)N(C)CCN(C)CCc1ccccc1)(c1ccccc1)c1ccccc1 | 101 | 102 | 100 | 90 | 99 | 83 | . | 75 | 101
Clc1ccc(-c2cn3cc(Cc4ccc(Cl)c(Cl)c4)sc3n2)cc1 | 71 | 89 | 94 | 86 | 36 | . | 82 | 43 | 84
COc1ccc2[nH]c(=O)c(/C=C/C(=O)c3ccccc3OC)cc2c1 | -11* | 17 | 5.1* | 9.4* | 8.3* | 21 | 22 | . | -10*
CCCCCCNC(=O)Oc1ccc(/C(=C(\C)c2ccc(OC)cc2)c2ccc(OCCN3CCCCC3)cc2)cc1 | 69 | 84 | 54 | 72 | 33 | 65 | 88 | 72 | 27
O=NN(Cc1ccccc1)c1ccccc1 | 98 | 101 | 96 | 104 | 99 | 99 | 96 | 102 | 102
Nc1cc(N)c2nc(-c3ccccc3)c(NCCc3ccc(Cl)c(Cl)c3)nc2c1 | -34* | -69* | -100* | 0.9* | -74* | -64* | -34* | -92* | -97*
O=C(N/N=C/c1cccc(O)c1)c1ccc(C(F)(F)F)nc1Nc1cccc(C(F)(F)F)c1 | -5.2* | 26 | 2.8* | 18 | -39* | 13 | . | -22* | 7.2*
Cc1cncc2c(=O)n(-c3ccccc3)n(C)c12 | 91 | 103 | 99 | 103 | 95 | 103 | 74 | . | 95
c1cc(Cc2ccsc2)cs1 | 97 | 107 | 103 | 101 | 104 | 101 | 102 | 96 | 100
Cc1ccc(NC(=O)CCC(=O)NS(=O)(=O)c2ccccc2)cc1 | . | 95 | 95 | 98 | 92 | 94 | 111 | 100 | 97
O=c1[nH]n(-c2nnc3n2N=C(c2ccccc2)CS3)c(=O)c2ccccc12 | 93 | 103 | 101 | 97 | 104 | 98 | 89 | 94 | 101
O=C(Nc1ccc2c(O)c(N=Nc3ccccc3)c(S(=O)(=O)O)cc2c1)Nc1ccc2c(O)c(N=Nc3ccccc3)c(S(=O)(=O)O)cc2c1 | 92 | 106 | 110 | 97 | 107 | 101 | 109 | . | 100
COc1cc(/C=C2\C(=O)N(c3c(Cl)cccc3Cl)c3ccccc32)cc(OC)c1OCCCCn1c2ccccc2c(=O)c2ccccc21 | 85 | 100 | 102 | 87 | 100 | 96 | 126 | 78 | 91
C=CCn1cc(-c2nc3ccccc3s2)c2cc(-c3ccc4c5c(cccc35)C(=O)N(CCN(C)C)C4=O)ccc21 | 96 | 100 | 103 | 95 | 100 | 108 | 104 | 91 | 99

(list continues)
SMILES | SNB-75 | SNB-19 | U251 | SF-268 | SF-295 | NCI-H23 | A498 | CAKI-1 | SF-539
CCCN1[C@@H]2CC[C@H]1/C(=C\c1ccc(OC)cc1OC)C1=C2[C@@H](c2ccc(OC)cc2OC)C(C#N)=C(N)O1 | 56 | 63 | 58 | 70 | 53 | 66 | 59 | 67 | 78
CNc1nc(N)cc(Nc2ccc(Br)cc2)n1 | 77 | 96 | 89 | 97 | 107 | 82 | . | 80 | 78
COC(=O)C(O)c1ccccc1 (stereo not given) | 93 | 102 | 104 | 102 | 139 | 106 | 132 | 114 | 98
Cc1c(Cc2ccc(Cl)cc2)c(=O)[nH]c(=O)n1C | 73 | 102 | 101 | 97 | 94 | 91 | 110 | . | 91
N/N=C(\C(=N\N)c1ccccc1)c1ccccc1 | 86 | 97 | 104 | 103 | 105 | 99 | 76 | 100 | 103
NC(=O)C(CCN1CCCCC1)c1ccccc1 (stereo not given) | 91 | 103 | 101 | 105 | 107 | 99 | 88 | 101 | 102
CCN(CC)CCOc1ccc(/C=N/Nc2nc3c([nH]2)c(=O)n(C)c(=O)n3C)cc1 | 90&88 | 102&99 | 113&99 | 102&111 | 99&113 | 103&90 | 89&89 | 86&118 | 95&97
Cc1ccc(N(C)C)cc1 | 91 | 107 | 99 | 96 | 96 | 103 | 75 | 95 | 93
CCOC(=O)c1c(C(=O)OC)c(C(=O)OC)c2ccc3c4ccccc4ccc3n12 | 103 | 100 | 99 | 104 | 99 | 104 | 117 | 105 | 102

Some of the entries above in a different format.
Under each structure – SNB-75 | SNB-19 | U251 | SF-268 | SF-295 | NCI-H23 | A498 | CAKI-1 | SF-539
> CCCN1[C@@H]2CC[C@H]1/C(=C\c1ccc(OC)cc1OC)C1=C2[C@@H](c2ccc(OC)cc2OC)C(C#N)=C(N)O1
    56 | 63 | 58 | 70 | 53 | 66 | 59 | 67 | 78
> CNc1nc(N)cc(Nc2ccc(Br)cc2)n1
    77 | 96 | 89 | 97 | 107 | 82 | . | 80 | 78
> COC(=O)C(O)c1ccccc1 (stereo not given)
    93 | 102 | 104 | 102 | 139 | 106 | 132 | 114 | 98
> Cc1c(Cc2ccc(Cl)cc2)c(=O)[nH]c(=O)n1C
    73 | 102 | 101 | 97 | 94 | 91 | 110 | . | 91
> N/N=C(\C(=N\N)c1ccccc1)c1ccccc1
    86 | 97 | 104 | 103 | 105 | 99 | 76 | 100 | 103
> NC(=O)C(CCN1CCCCC1)c1ccccc1 (stereo not given)
    91 | 103 | 101 | 105 | 107 | 99 | 88 | 101 | 102
> CCN(CC)CCOc1ccc(/C=N/Nc2nc3c([nH]2)c(=O)n(C)c(=O)n3C)cc1
    90&88 | 102&99 | 113&99 | 102&111 | 99&113 | 103&90 | 89&89 | 86&118 | 95&97
> Cc1ccc(N(C)C)cc1
    91 | 107 | 99 | 96 | 96 | 103 | 75 | 95 | 93
> CCOC(=O)c1c(C(=O)OC)c(C(=O)OC)c2ccc3c4ccccc4ccc3n12
    103 | 100 | 99 | 104 | 99 | 104 | 117 | 105 | 102
